# High-throughput results as filed in PubChem.
# LEDGF integ inh: blocks HIV-1 LEDGF/p75-dependent DNA integration | TR-FRET IN-LEDGF/p75 DNA integration, Eu/Cy5 | inhibition, % at 3.7 µM | hit rate 0.64% among 370,000;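 active = inhibition above the screen-wide mean plus 3 SD, cut at about 13% in these data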;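 also: signal is the Cy5 over europium emission ratio at 671 and 618 nm; 0% = plate median of compound wells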
# TCR CD3 inh: inhibitors of human TCR-CD3 interaction. TAMRA-labeled TCR probe fluorescence, biochemical. inhibition, % at 9.4 µM. hit rate 0.37% among 360,000. AID 651800; in the data active = inhibition above about 19%;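 also: recombinant mutant TCR 2C K166C tagged with TAMRA read by polarization; 0% = receptor in buffer alone and 100% = receptor with positive control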
# TDP2 absorb: TDP2 (human) inhibition, absorbance primary screen; O95551; recombinant TDP2, T5PNP hydrolysis, p-nitrophenol absorbance 415 nm; inhibition, % at 12.8 µM; hit rate 0.34% among 370,000; AID 720702;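 active = inhibition above the mean of all tested compounds plus 3 SD, set per campaign, cut at about 25% in these data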;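 also: 0% = DMSO with enzyme and 100% = buffer with substrate but no TDP2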
#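 Material: recombinant human TDP2; quantity: TDP2 enzyme at 120 nM final; medium: Tris-HCl pH 7.5 with MgCl2; compound: single concentration, 12.8 µM nominal, with 1% DMSO; incubation: 2 h enzyme incubation at 37 °C; signal: epi absorbance; measure: percent inhibition; benchmarks: high control without enzyme, low control DMSO plus TDP2; repeats: singlicate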
# MBD2 DNA inh: inhibitors of human MBD2 binding to methylated oligonucleotide. inhibition, % at 4.4 µM. Q9UBB5. hit rate 0.31% among 370,000. TR-FRET; in the data active = inhibition above about 13%
# Target sequence (Q9UBB5 whole entry, looked up): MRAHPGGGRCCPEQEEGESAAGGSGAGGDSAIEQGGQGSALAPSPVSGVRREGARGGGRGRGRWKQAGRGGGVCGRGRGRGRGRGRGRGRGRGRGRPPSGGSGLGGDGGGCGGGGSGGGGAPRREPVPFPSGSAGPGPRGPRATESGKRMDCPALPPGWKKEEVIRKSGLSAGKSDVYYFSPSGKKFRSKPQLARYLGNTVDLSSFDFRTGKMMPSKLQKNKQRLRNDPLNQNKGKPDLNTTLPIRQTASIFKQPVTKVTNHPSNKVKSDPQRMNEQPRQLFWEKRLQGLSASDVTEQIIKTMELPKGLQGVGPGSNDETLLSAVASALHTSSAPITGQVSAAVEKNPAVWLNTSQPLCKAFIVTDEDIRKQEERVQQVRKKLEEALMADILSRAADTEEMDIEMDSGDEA
# SIAE inh: inhibitors of human sialic acid acetylesterase SIAE. inhibition, % at 9.66 µM. hit rate 0.69% among 370,000. SIAE FP-Rh probe binding, fluorescence polarization. Q9HAT2;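 active = inhibition above a cutoff: mean of compounds within the control limits plus 3 SD of those, cut at about 17% in these data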;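 also: 0% = plate median of compound wells and 100% = probe without SIAE protein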
# Tn7 DDE FP: DD(E)-Tn7 binding inhibition, primary FP screen. P02675. FP displacement of FITC-Tn7 peptide from fibrin DD(E); 0% = median of compound wells per plate. inhibition, % at 8.3 µM. hit rate 0.13% among 370,000. AID 720508;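 active = inhibition above the mean of compounds falling within the control limits plus 3 SD of them, cut at about 14% in these data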;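 also: 0% = plate median of compound wells and 100% = 10 µM Aha-Tn7 peptide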
# Target sequence (P02675 whole entry, looked up): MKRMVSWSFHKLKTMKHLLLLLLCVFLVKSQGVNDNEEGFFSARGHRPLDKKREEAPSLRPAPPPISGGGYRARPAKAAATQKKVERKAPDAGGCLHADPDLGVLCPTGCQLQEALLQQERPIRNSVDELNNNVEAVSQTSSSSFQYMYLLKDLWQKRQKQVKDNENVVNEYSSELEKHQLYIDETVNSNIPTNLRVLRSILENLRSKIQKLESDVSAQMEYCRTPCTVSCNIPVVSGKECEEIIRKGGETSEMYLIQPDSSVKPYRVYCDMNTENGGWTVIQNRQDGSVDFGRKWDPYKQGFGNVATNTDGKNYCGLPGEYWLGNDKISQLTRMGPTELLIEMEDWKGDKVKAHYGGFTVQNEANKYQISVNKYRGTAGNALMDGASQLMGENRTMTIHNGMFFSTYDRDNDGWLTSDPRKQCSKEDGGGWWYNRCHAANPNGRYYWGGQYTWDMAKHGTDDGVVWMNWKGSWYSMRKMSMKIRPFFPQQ
#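 Assay system: human fibrin DD(E). Input: DD(E) 2 µM final. Medium: Tris buffer with calcium and detergent, pH 7.8. Compound dosing: single point at 8.3 µM. Timing: 10 min plus 3 h, room temperature. Technique: fluorescence polarization of the labelled Tn7 tracer. Read-out: percent inhibition. Replicates: singlicate testing.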
# UHRF1 MBD2 ctr: human UHRF1 methylated DNA binding inhibitors. AID 687016. Q96T88. inhibition, % at 4.4 µM. hit rate 0.75% among 370,000. UHRF1 binding to methylated oligo, TR-FRET; in the data active = inhibition above about 21%;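 also: UHRF1 SRA domain binding a hemimethylated CpG hairpin DNA probe; 0% = median of test compound wells and 100% = reference inhibitor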
# proKLK7 act: activators of human kallikrein-7 zymogen; purified proKLK7, EDANS-DABCYL substrate fluorescence; 100% is mature enzyme control, 0% vehicle; activation, % at 7 µM; hit rate 0.9% among 370,000; AID 652039;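 active = activation above the mean of all tested compounds plus 3 SD, computed per campaign excluding outliers beyond control limits, cut at about 13% in these data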
# Tn6 DDE FP: DD(E)-Tn6 binding inhibition, primary FP screen; inhibition, % at 8.3 µM; Fibrin DD(E) TRITC-Tn6 fluorescence polarization displacement; hit rate 0.21% among 370,000;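 active = inhibition above a per-campaign cutoff: mean of compounds within control limits plus 3 SD, cut at about 15% in these data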;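 also: 0% = median of all compound wells on the plate and 100% = blocking peptide control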
# PRMT1 FP inh: inhibitors of human PRMT1; Q99873; recombinant PRMT1, activity-based probe fluorescence polarization; inhibition, % at 2.79 µM; hit rate 1.3% among 370,000;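 active = inhibition above about 21% made by adding two undisclosed values, limit read from the data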
# An asterisk follows results filed as active; & = joins results of further samples.
SMILES,LEDGF integ inh,TCR CD3 inh,TDP2 absorb,MBD2 DNA inh,SIAE inh,Tn7 DDE FP,UHRF1 MBD2 ctr,proKLK7 act,Tn6 DDE FP,PRMT1 FP inh
O=S1(=O)CC(N2CCN(CCO)CC2)CN1CCc1ccccc1 (stereo not given),-1,-1,3,-1,2,-4,0,-0.1,-2,3
CCOc1ccc(S(=O)(=O)N2CCOCC2)cc1NC(=O)c1ccc(N2CCCC2=O)cc1,0,-2,-6,8,-12,-1,5,-1.6,-5,4
Cc1cc(C)c(C(N)=O)c(Nc2cccc(Cl)c2C)n1,4,4,0,-4,5,2,0,0.0,3,1
O=C(Nc1cccc(S(=O)(=O)C(F)F)c1)c1ccc(S(=O)(=O)N2CCCC2)cc1,-2,-2,1,2,-16,2,2,-0.4,0,-1
COc1ccc(-n2nc(C(=O)O)cc2-c2ccccc2)cc1,29*,2,1,1,-3,0,1,-0.2,2,4
COc1ccc(Cl)cc1NC(=O)C1CCCN(S(=O)(=O)c2cccc3nonc23)C1 (stereo not given),4,4,14,5,0,-4,1,0.1,-4,2
Cc1ccc(S(=O)(=O)N2CC3(C)CN(S(=O)(=O)c4ccc(C)cc4)CC(C)(C2)C3O)cc1 (stereo not given),-5,1,6,5,-9,5,3,0.1,-2,1
Cc1cc(OCC(=O)NCCN2CCOCC2)cc(C)c1Br,3,-6,0,0,-1,-1,8,-1.2,-2,1
CCN(c1ccccc1)S(=O)(=O)c1ccc(F)c(C(=O)O)c1,2,-2,1,8,0,0,16,2.4,-11,1
Cc1ccccc1OCC(=O)NC(=S)Nc1ccc2c3c(cccc13)CC2,0,3,-9,-3,-17,3,-4,0.8,-1,-5
Cn1c(SCC(=O)NC2CCCC2)nnc1-c1ccccn1,-2,-4,20,-1,-1,-3,3,-0.2,-2,-3
Cc1ccc(Cl)cc1NC(=O)COC(=O)C1CCCC1,1,0,5,-1,-2,11,-3,0.1,-2,-1
CCOC(=O)N[C@H](C(=O)N1CCC[C@H]1C(=O)NCc1ccccc1)C(C)C,6,1,4,-2,1,2,-3,0.3,-5,-6
NC(=O)C1CCN(C(=O)c2cccc(S(=O)(=O)N3CCCC3)c2)CC1,-3,-12,2,4,-3,6,2,0.4,-3,4
CCOc1cc2[nH]c(=S)n(CCC(=O)NC3CCCCC3)c(=O)c2cc1OCC,-3,2,3,-1,3,5,-2,-0.3,2,0
C=CCCCOc1ccc(C(=O)O)cc1,1,-5,-6,3,11,5,-2,0.0,4,-2
COc1cc(OC)cc(C(=O)NNC(=O)CCCOc2ccccc2)c1,2,1,-1,0,2,-10,2,-0.5,-2,1
FC(F)(F)c1nnc2ccc(NCc3cccnc3)nn12,-4,-7,-5,5,-5,0,-1,-1.0,-3,1
CCc1nnc2sc(-c3ccc(NC(=O)c4ccco4)cc3)nn12,-3,4,4,-1,-4,0,-5,0.1,12,2
Nc1nc2n(n1)C(c1ccc(F)cc1)CC(c1ccc(F)cc1)N2 (stereo not given),-1,0,2,2,-1,8,1,0.4,1,1
COc1ccccc1-n1cnc2cc(NCc3ccccn3)ccc21,1,0,7,6,9,-2,-1,0.3,4,2
NC(=O)c1ccc(NC(=O)COC(=O)c2cccc(Oc3ccccc3)c2)cc1,1,9,3,-1,-5,-6,-5,0.1,2,-2
CCCCC(CC)CNC(=O)CC1Nc2c3ccccc3nc(=S)n2C1=O (stereo not given),-2,-11,-4,6,8,-1,2,0.7,8,4
Cc1c(Cl)cccc1NC(=O)COC(=O)CCc1nc2ccccc2n1-c1ccccc1,2,-3,-11,-5,12,3,1,-0.2,-1,-2
COC(=O)C1=C(C)N(Cc2ccccc2)C(=S)NC1c1ccc(Br)cc1 (stereo not given),-2,-2,-11,7,-13,-5,0,-0.6,-7,11
C=C1CCN([C@H](C(=O)NCc2ccccc2)C(C)C)S(=O)(=O)c2ccccc21,1,-1,2,-1,6,-4,2,0.3,0,-4
CC(C)(C)c1ccccc1NC(=O)c1cc(-c2ccncc2)nc2ccccc12,1,-1,-1,1,-3,-1,1,0.5,-5,0
O=S(=O)(Nc1ccc2cn[nH]c2c1)c1ccc(Cl)s1,-4,0,11,-3,0,1,-2,-0.1,-6,-2
CCC(C)Sc1cccc(-c2nc3ccc(C)cn3c2NC2CCCCC2)c1 (stereo not given),0&-4,-1&-1,-7&3,-1&-3,5&2,-8&0,0&-2,-11&-2.9,4&0,0&2
CCOC(=O)c1ccc(NS(=O)(=O)N2CCCCCC2)cc1,-2,4,-1,3,-2,3,-2,0.4,-5,1
Cc1cccc(NC(=O)CSc2nnc(-c3ccco3)o2)c1C,-1,6,7,1,3,1,1,0.5,2,-2
O=C(CSc1ccccc1)NCC1(N2CCOCC2)CCCCC1,4,0,-7,-5,0,-1,2,0.5,2,-9
O=C1CCCN1CCCNC(=S)Nc1ccc(F)c(Cl)c1,2,-11,-2,1,2,0,2,0.4,0,-1
CCOC(=O)c1cc2c(ccn2C)n1Cc1ccc(C#N)cc1,0,-6,6,-6,4,6,0,0.2,1,4
Cc1cc(NS(=O)(=O)c2ccc(NC(=O)c3cc4cc(Br)ccc4oc3=O)cc2)no1,-1,6,-9,-3,-2,-10,0,0.0,6,-2
CCOC(=O)c1c(C)n(C)c2ccc(OC)c(NC(=O)CN3CCCCC3)c12,0,-2,-6,0,1,-5,2,0.9,-6,-3
COC(=O)C1=C(O)/C(=C\c2ccc(CNC(=O)C(=O)Nc3ccc(C)cc3)o2)N=C1C,2,-1,4,2,4,-4,0,0.7,2,20
O=C(COC(=O)c1cc(Br)ccc1O)NC12CC3CC(CC(C3)C1)C2,1,-10,3,6,-15,5,4,1.4,13,0
COc1ccc(C(=O)N/N=C/C(Br)=C/c2ccccc2)cc1,0,0,6,2,-1,-2,6,0.9,-4,0
O=C(Nc1ccc(Cl)c(S(=O)(=O)N2CCCCC2)c1)c1ccco1,3,-4,4,-3,-9,-2,1,0.2,-4,2
C=CCNC(=O)/C(=C\c1ccc([N+](=O)[O-])cc1)NC(C)=O,-2,2,3,1,-3,-2,1,-0.1,-5,0
CCn1c(C(=O)N2CCCC(C(=O)NCCCc3ccccc3)C2)cc2sccc21 (stereo not given),0,3,-10,4,9,4,7,-0.3,-3,2
COc1cc(Cl)cc(C2NC(=S)NC(c3ccccc3)=C2C(C)=O)c1OCC(=O)O (stereo not given),0,1,0,-2,17,-5,0,0.5,-6,1
COC(=O)c1cc(-c2c(-c3ccc4c(c3)OCO4)noc2-c2ccsc2)cc([N+](=O)[O-])c1,0,3,2,-1,-2,3,-2,0.3,-2,-1
O=C(N(Cc1ccccc1)c1ccccn1)C12CC3CC(CC(C3)C1)C2,1,4,2,-2,-5,-3,-2,0.5,3,-4
CN(C)CCCN(C(=O)c1ccc(S(=O)(=O)N2CCCCCC2)cc1)c1nc2c(F)cc(F)cc2s1,-2,-7,8,-2,3,-1,0,-0.1,-2,2
O=C(NCc1cccnc1)c1cccnc1Sc1ccc(Cl)cc1,2,0,-5,7,-2,0,3,-0.2,-3,5
Cc1ccc2nc3c(c(C(=O)OC4CCOC4=O)c2c1)CCCC3 (stereo not given),5,-3,-2,5,5,-5,1,12,0,-1
Cn1cccc1-c1cc(C(=O)N2CCc3c([nH]c4ccccc34)C2c2ccccn2)[nH]n1 (stereo not given),-6,-3,2,-1,-3,0,1,-0.2,-1,8
COc1ccc(CNC(=O)c2ccc(Cn3nc(C)cc3C)o2)cc1,3,-3,7,3,0,-3,0,0.2,-3,3
c1ccc(CNc2nc(NCC3CC3)nc3cc(-c4ccccc4)sc23)cc1,-2,-7,2,-4,10,2,0,-3.9,-7,6
COc1ccccc1C(c1nnnn1Cc1ccccc1)N1CCC(C(N)=O)CC1 (stereo not given),-1,0,0,-2,7,1,0,-0.7,-4,-2
COc1ccc(Br)cc1S(=O)(=O)n1nc(C)cc1C,-2,3,-9,-1,1,7,-1,-0.2,-4,-1
O=C1NC[C@H](CCCCN2C[C@H](Cc3ccccc3)N(Cc3ccccc3)C(=O)C2=O)N(CC2CCCCC2)C1=O,1,4,-10,1,2,-5,1,0.4,3,-1
CC(O)Cc1cn(CC(=O)N2CCN(C(=O)OC(C)(C)C)CC2)nn1 (stereo not given),0,-6,-2,10,-1,-4,14,0.1,4,-3
CCn1c(C)nnc1SCC(=O)Nc1ccc2c(c1)OCCO2,7,5,0,2,8,-4,0,0.7,-4,-5
CCC(C)c1ccc(O)c(/C=N/O)c1 (stereo not given),1,6,4,-4,23*,1,-1,-4.8,0,-1
CCCNC(=O)c1cc(C2CCCCN2S(=O)(=O)c2ccc(C#N)cc2)on1 (stereo not given),1,-6,-5,3,6,-10,1,0.3,1,3
Cc1ccc(C)c(NC(=O)CCN2CCN(C)CC2)c1,1,-2,3,-4,-2,1,1,-0.3,-1,3
COc1cc(/C=N/n2nnnc2N)cc(OC)c1OC,3,7,-1,-3,-2,-1,-3,0.9,-1,0

# Continuation.
SMILES,LEDGF integ inh,TCR CD3 inh,TDP2 absorb,MBD2 DNA inh,SIAE inh,Tn7 DDE FP,UHRF1 MBD2 ctr,proKLK7 act,Tn6 DDE FP,PRMT1 FP inh
COc1ccc(C(=O)Nc2nc3ccccc3s2)cc1,-3,2,9,1,-22,1,0,0.5,-7,-2
NC(=O)c1ccccc1NC(=O)CSc1nc2c(c(=O)[nH]1)CCCC2,-1,3,-15,0,-2,1,3,0.1,0,-1
CCOc1ccc2cc(C(=O)NCc3ccccc3)c(=N)oc2c1,0,-2,8,-1,0,-5,1,-2.8,9,0
COc1ccc(C2CC(c3ccc(C)cc3)Nc3nc(N)nn32)cc1 (stereo not given),-3,10,-3,4,0,4,-3,0.1,-4,1
O=S(=O)(c1ccccc1)N1CN(Cc2ccc(F)cc2)c2nc3ccccc3nc21,-2,-3,3,2,-5,4,-2,0.6,-3,1
Cc1ccccc1NC(=O)CSc1ccsc1[N+](=O)[O-],5,9,1,6,3,-1,20,-0.1,2,6
COc1ccccc1-n1c(C)nc2cc(C(=O)NCC3CCCO3)ccc21 (stereo not given),-5,-3,7,-2,1,-1,-1,-0.2,0,-4
COc1cccc(N(CC(=O)NC2CCCCC2)C(=O)CCCC(=O)Nc2ccccn2)c1,-8,-2,-1,1,8,2,1,0.2,-1,7

# Four entries picked at random from those above, as already listed:
SMILES,LEDGF integ inh,TCR CD3 inh,TDP2 absorb,MBD2 DNA inh,SIAE inh,Tn7 DDE FP,UHRF1 MBD2 ctr,proKLK7 act,Tn6 DDE FP,PRMT1 FP inh
CCn1c(C)nnc1SCC(=O)Nc1ccc2c(c1)OCCO2,7,5,0,2,8,-4,0,0.7,-4,-5
COc1ccc(Cl)cc1NC(=O)C1CCCN(S(=O)(=O)c2cccc3nonc23)C1 (stereo not given),4,4,14,5,0,-4,1,0.1,-4,2
CCOC(=O)c1cc2c(ccn2C)n1Cc1ccc(C#N)cc1,0,-6,6,-6,4,6,0,0.2,1,4
CCOC(=O)c1c(C)n(C)c2ccc(OC)c(NC(=O)CN3CCCCC3)c12,0,-2,-6,0,1,-5,2,0.9,-6,-3
